S2 tox: reduces viability in counter-screen for ATXN expression inhibitors; S2 cells (HEK-293 line with an ATXN2-luciferase reporter) viability, CellTiter-Fluor protease fluorescence, 24 h; Potency, µM (series often up to 56.7 µM), usual class: cytotoxic; hit rate 0.49% among 400,000; AID 651635; active = well fitted cell-killing curve with a large enough effect; inconclusive = small, poorly fitted or top-dose-only effect, or effect the other way; inactive = no such curve, though single readings can be large or run the other way; note: nearly all actives have a fitted effect of over 40% in size
Calls only; i = inactive; ? = inconclusive. Potency is the fitted concentration of half-maximal effect.

Structure,S2 tox
COCc1c(C(=O)NC2CCCC2)cnn1-c1nccc(-c2cc(C)sc2C)n1,i
OC(c1ccc2c(c1)CN(Cc1ccc3nsnc3c1)CCO2)C1CCCCC1 (stereo not drawn),i
FC(F)(F)c1cccc(-c2cn[nH]c2C2CCCN(Cc3cccn3-c3ccccn3)C2)c1 (stereo not drawn),i
COc1cccc(-c2cc3c(c(OC)c2)OCCN(Cc2cccn2-c2ccccn2)C3)c1,i
CO[C@H]1[C@H](NC(=O)c2ccco2)c2ccccc2C12CCN(Cc1cc(Cl)ccc1O)CC2,?
C[C@@H]1CN(Cc2ccc3c(c2)CN(Cc2cn[nH]c2-c2ccccc2)CCO3)C[C@H](C)O1,i
Cc1nc2cc(NC(=O)[C@@H]3C[C@@H](Sc4ccccn4)CN3C3CCCCCC3)ccc2s1,i
O=C(c1ccnc(-n2cnnn2)c1)N1CCOc2ccc(C(O)CCc3ccccc3)cc2C1 (stereo not drawn),?
Cc1ncc2c(c1CNS(=O)(=O)N(C)C)CCN(C(=O)c1ccc(F)cc1Cl)C2,i
CCC1CN(CC(=O)NC(C)CO)Cc2cc(OC)ccc2O1 (stereo not drawn),i
Cc1c(C(=O)NCCCN2CCCC2=O)cnn1-c1ncc2c(n1)-c1ccccc1CC2,i
COc1cc2c(c(OC)c1OC)-c1c(cc3c(c1OC)OCO3)C[C@@H](C)[C@](C)(O)C2,i
Cc1cccc(CNC(=O)c2cnn(-c3nccc(-c4cc(C)sc4C)n3)c2C)n1,i
Cc1c(C(=O)NCc2ccco2)cnn1-c1ncc2c(n1)-c1ccccc1CC2,i
CCCc1nc2cccnc2n1C1CCN(C(=O)CC2NC(=O)c3ccccc32)CC1 (stereo not drawn),i
Cc1ccc(C(=O)NCCc2nnc3n2CCN(C(=O)c2ccnc(Cl)c2)CC3)cc1,i
Cc1cc(Nc2ccccc2C(=O)O)ccc1Cl,i
CC(C)NC(=O)[C@@H]1C[C@@H](Sc2ccccn2)CN1C1CCN(C)CC1,i
Cc1ncc2c(c1CNC(=O)/C=C/c1cccs1)CCN(C(=O)c1ccc3c(c1)OCCO3)C2,i
Cc1cnc(-n2ncc(C(=O)N(C)C3CCOC3)c2C)nc1-c1ccc(F)cc1 (stereo not drawn),i
CCC1(C2CCN(C(=O)c3ccc4ccccc4c3)CC2)NC(=O)N(CCc2scnc2C)C1=O (stereo not drawn),i
COc1ccc(-c2cc(C)cc3c2OC(CNC(=O)/C=C/c2ccncc2)C3)nn1 (stereo not drawn),?
Cc1ccccc1C(=O)N1CCc2c(cnc(C)c2CNC(=O)CN2CCCCC2)C1,i
O=C(NCC1CCC2(CCN(Cc3cccc4ncccc34)CC2)O1)c1ccccc1 (stereo not drawn),i
COc1ccc2c(c1)OC(C)CN(CCC(=O)NCC1OCCc3ccccc31)C2 (stereo not drawn),i
COc1cc(=O)n2c(c1C(=O)NC(C)c1ccco1)CCN(C(=O)c1ccccc1SC)CC2 (stereo not drawn),i
CN(C)CC(C)(O)c1ccc2c(c1)CN(Cc1cccn1-c1cccnc1)CCO2 (stereo not drawn),i
Cc1cc(Cl)ccc1OCC(=O)N1CCOc2ccc(CN3C[C@@H](C)O[C@@H](C)C3)cc2C1,i
COc1ccccc1CN1CCOc2ccc(CN3CCC(Oc4cccnc4)CC3)cc2C1,i
Cc1cc(C)cc(CN2CCOc3ccc(CN4CCC(O)(c5cccnc5)CC4)cc3C2)c1,i
Cc1ccc2nc(-c3ccccc3C)c(CN(CC3CCCO3)C(=O)c3cccs3)cc2c1 (stereo not drawn),i
O=C(NCc1nnc2n1CCN(Cc1ccccc1C(F)(F)F)CC2)c1ccncc1,i
Cc1cnc(C)c(-c2cccc3c2OC(CNC(=O)c2cc(C)on2)C3)n1 (stereo not drawn),i
COc1cc(-c2cc(C)c3c(OC)ccc(OC)c3n2)cc2c1OCCN(C(=O)C(C)c1n[nH]c(=O)c3ccccc13)C2 (stereo not drawn),i
CCN(CC)CCNC(=O)c1cnn(-c2nccc(-c3cc4ccccc4o3)n2)c1C,?
COC(=O)[C@@H]1C[C@H](NC(=O)c2cc(C(F)(F)F)ccc2Cl)CN1Cc1cccc(O)c1,i
O=C(C1CCOC1)N1CCOc2ccc(CN3CCC(Oc4cccnc4)CC3)cc2C1 (stereo not drawn),i
Cc1ccccc1C1(CC(=O)N2CCN(C)CC2)CC(=O)N(Cc2ccncc2)C1=O (stereo not drawn),i
CSc1nc(C(=O)NCc2nc(-c3cccc(NC(=O)c4ccc(C)s4)c3)oc2C)cs1,i
CC(=O)N1CCC[C@H]1C(=O)NCC1Cc2cc(-c3cccc(OC(F)(F)F)c3)ccc2O1 (stereo partly drawn),i
CC(C)(CNC(=O)c1cnn(-c2ncc3c(n2)-c2ccccc2CC3)c1C1CC1)N1CCOCC1,i
CN(CCO)C(=O)c1cn(C2CCN(Cc3ccc4ccccc4c3)CC2)nn1,i
CCC1CN(CCNC(=O)C(C)(C)O)Cc2cc(OC)ccc2O1 (stereo not drawn),i
Cc1ncc2c(c1CNS(=O)(=O)N(C)C)CCN(C(=O)c1[nH]c3ccc(Cl)cc3c1C)C2,i
COc1ccc(OC)c(CN2CCCC(c3nc(C)ncc3-c3ccc(F)cc3)C2)c1 (stereo not drawn),i

Overlap with the part before: 3 compounds, followed by the next part.
Structure,S2 tox
CCC1CN(CCNC(=O)C(C)(C)O)Cc2cc(OC)ccc2O1 (stereo not drawn),i
Cc1ncc2c(c1CNS(=O)(=O)N(C)C)CCN(C(=O)c1[nH]c3ccc(Cl)cc3c1C)C2,i
COc1ccc(OC)c(CN2CCCC(c3nc(C)ncc3-c3ccc(F)cc3)C2)c1 (stereo not drawn),i
CC[C@@]1([C@@H]2O[C@@H]([C@H]3O[C@@](O)(CO)[C@H](C)C[C@@H]3C)C[C@@H]2C)CC[C@H]([C@]2(C)CC[C@]3(C[C@H](O)[C@@H](C)[C@@H]([C@@H](C)[C@@H](OC)[C@H](C)C(=O)O)O3)O2)O1 (stereo in doubt),?
COC(=O)c1c(OCc2ccccn2)cc(=O)n2c1CCN(Cc1ccc3c(c1)CCCN3C)CC2,i
O=C1O[C@@H]([C@@H](O)CO)[C@@H](O)[C@H]1O,i
COc1cccc(CN(C)C(=O)c2cnn(-c3ncc4c(n3)-c3ccccc3CCC4)c2C)c1,i
COc1ccc(CCNC(=O)c2cnn(-c3nccc(-c4cccs4)n3)c2C)cc1OC,i
C[C@@H]1CN(Cc2ccc3c(c2)CN(Cc2ccc(Oc4ncccn4)cc2)CCO3)C[C@H](C)O1,i
Cc1c(C(=O)N2CCCCC2)sc2ncnc(NCCN(C)C)c12,i
CSc1ccc(CN2CCOc3ccc(CN4CCCCC4CO)cc3C2)cc1 (stereo not drawn),i
O=C(CN1Cc2ccccc2OC(c2ccsc2)C1)N1CCC(c2nc3ccccc3[nH]2)CC1 (stereo not drawn),?
CC(NC(=O)c1ccco1)c1nnc2n1CCN(Cc1ccc(N3CCCC3)cc1)CC2 (stereo not drawn),i
Cc1ccc(C(=O)NCCc2nnc3n2CCN(Cc2cc(C)cc(C)c2)CC3)cc1,i
CC(C)NC(=O)c1cn(C2CCCN(C(=O)c3cc4ccccc4oc3=O)C2)nn1 (stereo not drawn),i
O=C(Cn1nc2ccccc2n1)N1CCOc2ccc(CN3CCc4sccc4C3)cc2C1,?
CC(=O)c1ccccc1-c1ccc2c(c1)CC(CNC(=O)Cc1c[nH]c3ccccc13)O2 (stereo not drawn),i
COCC1CCCN(Cc2ccc3c(c2)CN(C(=O)c2ccnn2C)CCO3)C1 (stereo not drawn),i
Nc1nc(=S)c2ncn([C@H]3O[C@@H](CO)[C@@H](O)[C@@H]3O)c2[nH]1,?
COc1ccc2ccccc2c1CN1CCCC(n2cc(C(=O)N3CCCC3)nn2)C1 (stereo not drawn),i
COc1ccc(OC)c(-c2ccnc(-n3ncc(C(=O)N(C)CCc4ccccn4)c3C)n2)c1,i
Cc1ncc2c(c1CNS(=O)(=O)c1cccs1)CCN(C(=O)/C=C/c1ccc(F)cc1F)C2,i
CN(CCO)C(=O)c1cn(C2CCCN(Cc3ccc4ccccc4c3)C2)nn1 (stereo not drawn),i
CN[C@H](CC(C)C)C(=O)N[C@H]1C(=O)N[C@@H](CC(N)=O)C(=O)N[C@H]2C(=O)N[C@H]3C(=O)N[C@H](C(=O)N[C@@H](C(=O)O)c4cc(O)cc(O)c4-c4cc3ccc4O)[C@H](O)c3ccc(c(Cl)c3)Oc3cc2cc(c3O[C@@H]2O[C@H](CO)[C@@H](O)[C@H](O)[C@H]2O[C@H]2C[C@](C)(N)C(O)[C@H](C)O2)Oc2ccc(cc2Cl)[C@H]1O (stereo partly drawn),i
Cc1ccc2c(CC(=O)N3CCOc4ccc(CN5CCOCC5)cc4C3)cc(=O)oc2c1,i
COc1ccc(-c2ccc(C(=O)NCC3Cc4cccc(-c5nc(C)cnc5C)c4O3)o2)cc1 (stereo not drawn),i
Cc1cc(=O)c(C(=O)NCCc2ccccn2)c2n1-c1ccccc1SC(c1cccs1)C2 (stereo not drawn),i
CC(=O)N(Cc1ccc2c(c1)OCO2)Cc1cc2ccc(C)cc2nc1-c1cccc(C)c1,i
CC(C)(S)C(=O)N[C@@H](CS)C(=O)O,i
COc1ccccc1C(=O)N(Cc1cc2cccc(C)c2nc1N1CCC(O)CC1)C1CC1,i
CN(CCO)C(=O)c1cn(C2CCCN(Cc3cccc4ccccc34)C2)nn1 (stereo not drawn),i
CC(=O)N1CCC[C@H]1C(=O)N1CCc2c(cnc(C)c2CNC(=O)/C=C/c2cccs2)C1,i
CCC1CN(CCNC(=O)c2cccc(C(=O)OC)c2)Cc2cc(OC)ccc2O1 (stereo not drawn),i

Retrieved by structure from the entries so far:
Structure,S2 tox
COc1ccc(-c2ccc(C(=O)NCC3Cc4cccc(-c5nc(C)cnc5C)c4O3)o2)cc1 (stereo not drawn),i
Nc1nc(=S)c2ncn([C@H]3O[C@@H](CO)[C@@H](O)[C@@H]3O)c2[nH]1,?
CN(CCO)C(=O)c1cn(C2CCCN(Cc3cccc4ccccc34)C2)nn1 (stereo not drawn),i
CC(=O)N(Cc1ccc2c(c1)OCO2)Cc1cc2ccc(C)cc2nc1-c1cccc(C)c1,i

2 entries from above, with each value named:
mol: CN(CCO)C(=O)c1cn(C2CCCN(Cc3cccc4ccccc34)C2)nn1 (stereo not drawn)
  S2 tox = i
mol: COc1ccc(OC)c(-c2ccnc(-n3ncc(C(=O)N(C)CCc4ccccn4)c3C)n2)c1
  S2 tox = i

Next records:
Structure,S2 tox
COC(=O)c1ccc(CN2CCOc3ccc(CN4CCC(O)(c5cccnc5)CC4)cc3C2)cc1,?
COc1ccc(F)c(CN2CCOc3ccc(CN4CCC(Oc5cccnc5)CC4)cc3C2)c1,i
O=C(c1ccc(C(F)(F)F)cc1)N(Cc1cc2ccc(F)cc2nc1N1CCOCC1)C1CC1,i
COc1ccccc1-c1ccc(C(=O)N(C)C(C)c2ccon2)c(N2CCN(c3ccccc3F)CC2)n1 (stereo not drawn),i
CN(C)CC(C)(C)CNC(=O)c1cnn(-c2ncc3c(n2)-c2ccccc2CC3)c1-c1ccco1,i
COCC(=O)Nc1cc(C(=O)N2CCN(c3ccccc3)CC2C)c2c(c1)nc(-c1ccncc1)n2C (stereo not drawn),i
Cc1cnc(-n2ncc(C(=O)NCCN3CCOCC3)c2C(C)C)nc1-c1ccc(F)cc1,i
CC(=O)c1ccccc1-c1ccc2c(c1)CC(CNC(=O)c1ccnc(Cl)c1)O2 (stereo not drawn),i
CC(=O)Nc1cc(C(=O)N2CCN(C(=O)c3ccco3)CC2)cc2ncn(CCc3ccccn3)c12,i
CSc1nccc(-c2cc(Cl)c3c(c2)CC(CNC(=O)c2nonc2C)O3)n1 (stereo not drawn),i
COc1cccc(CN2C(=O)NC(C)(C3CCN(Cc4cc(F)cc(F)c4)CC3)C2=O)c1OC (stereo not drawn),i
C=C1/C(=C\C=C2/CCC[C@]3(C)[C@@H]([C@H](C)OCCC(C)(C)O)CC[C@@H]23)C[C@@H](O)C[C@@H]1O,i
Cc1c(C(=O)NCC(C)C)sc2ncnc(NCC3CCCO3)c12 (stereo not drawn),i
COC(=O)[C@@H]1C[C@H](NC(=O)c2ccccn2)CN1Cc1cccc2ccccc12,i
CN1CCCCC1C(=O)N1CCC(Oc2cccc(CN3CCN(c4ccccn4)CC3)c2)CC1 (stereo not drawn),?
Cc1noc(C)c1CC(=O)N1CCOc2c(cc(-c3nc4ccccc4s3)cc2OC2CCOC2)C1 (stereo not drawn),i
CC1CN(CCNC(=O)C2CCCc3c2[nH]c2ccccc32)Cc2ccccc2O1 (stereo not drawn),i
Cc1c(C(=O)N2CC[C@@H]3CCCC[C@H]3C2)sc2ncnc(NCCc3ccccn3)c12,?
O=C(CCN1Cc2ccccc2OC(c2ccccc2)C1)N[C@@H]1CS(=O)(=O)C[C@H]1O (stereo partly drawn),i
COc1ccc(C2(C(=O)NCC3Cc4cccc(-c5nc(C)cnc5C)c4O3)CCCC2)cc1 (stereo not drawn),i
CSc1ccc(-c2ccc(C(=O)NCC3CCCO3)c(N3CCC(O)CC3)n2)cc1 (stereo not drawn),i
Cc1ccc2c(CC(=O)N3CCOc4ccc(CN5C[C@@H](C)O[C@@H](C)C5)cc4C3)cc(=O)oc2c1,?
COc1ccccc1CN1CCOc2ccc(C(C)(O)COc3ccccc3)cc2C1 (stereo not drawn),i
COc1cc(=O)n2c(c1C(=O)NCc1ccco1)CCN(Cc1ccc(F)cc1Cl)CC2,i
O=C(c1cccc(F)c1F)N1CCOc2ccc(CN3CCC(Oc4cccnc4)CC3)cc2C1,i

An excerpt; the hit share may differ from the screen's.
